# GPR151 ag: activators of human GPR151, primary screen, cell-based, PathHunter beta-arrestin, luminescence | G-protein coupled receptor 151 (Homo sapiens), Q8TDV0 | PathHunter beta-arrestin GPR151 cells | activation, % at 11.2 µM | 650,000 compounds, 1% hits | AID 1508602, 2020; in the data active means activation above about 4.9%;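 further: 0% = median of compound wells and 100% = cells with positive control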
# Target sequence (Q8TDV0 whole entry, looked up): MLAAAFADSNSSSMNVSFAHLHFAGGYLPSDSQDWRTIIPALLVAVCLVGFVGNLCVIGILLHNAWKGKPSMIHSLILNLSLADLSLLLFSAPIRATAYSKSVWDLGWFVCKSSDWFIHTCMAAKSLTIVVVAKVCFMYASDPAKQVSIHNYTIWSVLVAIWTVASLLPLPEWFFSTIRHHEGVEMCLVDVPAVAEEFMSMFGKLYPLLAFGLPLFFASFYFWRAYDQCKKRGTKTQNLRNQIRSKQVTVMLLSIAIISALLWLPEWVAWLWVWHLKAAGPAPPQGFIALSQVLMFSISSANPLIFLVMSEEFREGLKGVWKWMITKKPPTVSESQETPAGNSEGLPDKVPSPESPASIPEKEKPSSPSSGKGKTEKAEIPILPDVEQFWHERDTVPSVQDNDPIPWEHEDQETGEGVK
# FBW7 activator: FBW7 E3 ligase activators, primary screen, biochemical, AlphaScreen, human | 650,000 compounds, 0.13% hits | normalized activity (activation), % at 26.1 µM | AID 1259310, 2017 | F-box/WD repeat-containing protein 7 (Homo sapiens), Q969H0 | AlphaScreen FBW7–phospho-cyclin E peptide binding, activator screen; in the data active means normalized activity above about 1.9%;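 further: purified mutant Fbw7 with reduced substrate affinity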
# TEAD-YAP inh: TEAD-YAP interaction inhibition, primary screen, TEAD-YAP interaction inhibitor project, luminescence, HEK-TIYL cells; inhibition, % at 9.12 µM; 640,000 compounds, 1.4% hits; TEAD-Gal4/YAP UAS-luciferase luminescence; AID 1259422, 2018; in the data active means inhibition above about 32%;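 further: 0% = median of test compound wells and 100% = reference inhibitor wells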
# MITF primary: MITF inhibitors, primary screen, biochemical, AlphaScreen, human. inhibition, % at 2.6 µM. Microphthalmia-associated transcription factor (Homo sapiens), O75030. AlphaScreen MITF homodimerization, bead proximity signal. 650,000 compounds, 0.91% hits. AID 1259374, 2018; in the data active means inhibition above about 50%;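 further: 0% = vehicle wells with protein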
# Target sequence (O75030 whole entry, looked up): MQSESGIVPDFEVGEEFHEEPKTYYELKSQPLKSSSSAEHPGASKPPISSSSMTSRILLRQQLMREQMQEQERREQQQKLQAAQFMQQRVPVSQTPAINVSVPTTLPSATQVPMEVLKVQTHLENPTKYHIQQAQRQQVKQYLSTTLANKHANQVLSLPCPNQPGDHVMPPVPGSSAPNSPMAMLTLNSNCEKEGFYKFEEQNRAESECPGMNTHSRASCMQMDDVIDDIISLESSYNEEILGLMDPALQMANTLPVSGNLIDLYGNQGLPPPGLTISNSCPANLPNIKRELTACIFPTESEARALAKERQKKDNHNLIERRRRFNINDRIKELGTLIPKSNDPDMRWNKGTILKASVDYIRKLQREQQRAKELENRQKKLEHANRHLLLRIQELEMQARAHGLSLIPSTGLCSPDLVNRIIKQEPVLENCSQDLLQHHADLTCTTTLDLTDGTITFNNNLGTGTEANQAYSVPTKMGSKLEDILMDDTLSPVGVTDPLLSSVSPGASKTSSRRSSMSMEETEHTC
# * marks the source's active call; other numbers are inactive results.
no. | Structure | GPR151 ag | FBW7 activator | TEAD-YAP inh | MITF primary
1 | CCCCOc1ccc(-c2nc(=S)[nH][nH]2)cc1 | 1.2 | -0.3 | -30.5 | -3.2
2 | Cc1ccc(F)cc1S(=O)(=O)N1CCN(c2ccc(N3CCCCC3C)nn2)CC1 (centres undefined) | -0.9 | -0.1 | -7.8 | 2.2
3 | COc1ccc(-c2cc(N)n(S(=O)(=O)c3ccccc3)n2)cc1OC | 0.1 | -0.3 | 1.9 | -5.7
4 | CC(C)c1ccccc1OCC(=O)Nc1ccccc1F | 0.1 | 0.1 | 9.0 | 4.4
5 | O=C(O)CCC(=O)Nc1nc(-c2ccc3c(c2)Cc2ccccc2-3)cs1 | -0.1 | 0.0 | -46.5 | 10.5
6 | CC(=O)Nc1nc(-c2ccc(C)c(C)c2)cs1 | 0.2 | 0.0 | -61.1 | -4.2
7 | CCOC(=O)C1=C(C)OC(N)=C(C#N)C1c1ccc(O)c(OCC)c1 (centres undefined) | 1.9 | -0.2 | 4.1 | -2.7
8 | O=C(Nc1nnc(SCc2ccc(F)cc2)s1)c1ccccc1Br | -2.2 | 0.3 | -4.6 | 21.2
9 | O=C(Cn1c(=O)oc2ccccc21)Nc1ccc(F)cc1 | 0.5 | 0.1 | -2.6 | 3.5
10 | Cc1n[nH]c(=O)nc1N1CCc2ccccc2C1 | 0.9 | -0.3 | 7.1 | 0.4
11 | CN(C)CC(=O)c1ccc(-c2ccccc2)cc1 | 0.5 | -0.1 | -2.4 | -0.7
12 | CCc1ccc(C2C(C(=O)OCCOc3ccccc3)=C(C)NC3=C2C(=O)CC(c2ccccc2)C3)cc1 (centres undefined) | -0.5 | 0.3 | -0.5 | -0.4
13 | CCOC(=O)c1ccc(CN(Cc2ccc(Br)cc2)S(=O)(=O)c2ccc([N+](=O)[O-])cc2)cc1 | -0.5 | 0.4 | 8.2 | 7.7
14 | N#Cc1ccc(C(=O)N/N=C/c2cn(CC(=O)O)c3ccccc23)c(F)c1 | 0.5 | 0.0 | -4.7 | 0.5
15 | O=C([C@@H]1C[C@H](Sc2ccc(F)cc2)CN1C1Cc2ccccc2C1)N1CCOCC1 | -0.9 | 0.1 | -1.9 | -2.5
16 | Cc1ccccc1-n1c(=S)sc2c(=O)n(-c3ccc(F)cc3)c(SCC(=O)NCc3ccccc3)nc21 | -0.5 | -0.1 | -9.9 | -12.6
17 | COC(=O)CN(C)C(=O)C1CC(=O)c2sc(NC(=O)C3CCC3)nc2C1 (centres undefined) | -0.1 | -0.1 | 1.5 | 5.5
18 | O=S(=O)(c1cccc(-c2nnc(-c3ccccc3)o2)c1)N1CCCCCC1 | 0.1 | -0.1 | -5.4 | -9.6
19 | CC(=O)c1ccc(S(=O)(=O)N(CCCO)Cc2cc3ccc(C)cc3[nH]c2=O)cc1 | 0.4 | 0.1 | -43.8 | -4.2
20 | O=S(=O)(c1cccc(Cl)c1)N1CCN(c2ccc(-c3ccccc3)nn2)CC1 | -0.5 | 0.1 | 5.5 | -17.8
21 | CCCc1nnc(SCC(=O)N2CCCc3ccccc32)n1CC | 0.8 | 0.0 | 11.4 | 8.7
22 | O=C(N/N=C/c1c(-c2ccccc2)nc2sccn12)c1cc(=O)[nH]c(=O)[nH]1 | 0.6 | -0.2 | 6.5 | -3.6
23 | CC(C)CC(=O)Nc1ccnn1C1CCN(C2CCSCC2)CC1 | -2.0 | 0.0 | 2.1 | -4.3
24 | COc1ccc(-n2nc(C(=O)NCC(=O)N3CCN(c4ccccc4F)CC3)c3ccccc3c2=O)cc1OC | 0.1 | -0.1 | -5.4 | -5.7
25 | Cc1cc(C)c2sc(NC(=O)COc3ccccc3)nc2n1 | 0.8 | 0.0 | -7.8 | -16.3
26 | CC(C)SC1CC(=O)N(c2ccc([N+](=O)[O-])cc2)C1=O (centres undefined) | 3.7 | 0.0 | -0.7 | -0.6
27 | Cc1cccc(OCC(O)CN2C(=O)NC(C)(C)C2=O)c1 (centres undefined) | -1.1 | -0.3 | -4.5 | 1.2
28 | CCOc1ccc(S(=O)(=O)N2CCSC2c2cccc([N+](=O)[O-])c2)cc1 (centres undefined) | 0.3 | 0.2 | 1.0 | 2.6
29 | CNC(=O)COC(=O)COc1cc(C)cc(C)c1 | -2.2 | 0.2 | 0.7 | 13.8
30 | CCOC(=O)CC1=C(C(=O)OCC)C(c2cccc([N+](=O)[O-])c2)C(C#N)=C(N)O1 (centres undefined) | -0.3 | -0.1 | -3.4 | -4.5
31 | Cc1csc2nc(CSc3nncn3-c3ccccc3)cn12 | -2.8 | 0.3 | -2.2 | -0.5
32 | O=C1NC(=S)NC(=O)C1=Cc1cccn1-c1ccc(F)cc1 | -0.4 | -0.9 | 15.0 | 14.8
33 | CC(NC(=O)c1nc2ccccc2[nH]1)c1ccc(Br)cc1 (centres undefined) | 0.2 | -0.2 | 2.8 | 0.1
34 | O=C(/C=C/c1ccc2c(c1)OCO2)c1ccccn1 | -2.0 | -0.9 | -20.7 | 7.3
35 | Cc1ncc(-c2ccc(F)cc2)c(C2CCCN(CCO)C2)n1 (centres undefined) | 0.7 | 0.0 | -9.4 | -2.1
36 | COc1cc(OC)cc(C(=O)NC2CCCCCCC2)c1 | 4.5 | 0.1 | -14.2 | -2.3
37 | Cc1ccc(-c2nc(-c3ccccn3)no2)cc1Cl | -11.3 | -0.1 | 84.1* | -0.6
38 | CCn1c(=O)c(C(=O)Nc2nc3ccccc3[nH]2)c(O)c2ccccc21 | 0.4 | 0.6 | 31.6 | 7.8
39 | CCOc1ccc(-c2csc(NC(=O)c3cccc(Oc4ccccc4)c3)n2)cc1 | 0.4 | 0.1 | 0.1 | -3.4
40 | Cn1c(C(=O)N2CCC3(CC2)OCCO3)cc2c(=O)[nH]c3ccccc3c21 | -0.6 | 0.6 | -17.6 | 8.9
41 | COc1ccc(-c2nc(=S)nc(CC(C)=O)[nH]2)cc1OC | -2.2 | -0.1 | 2.9 | -14.3
42 | COC(CN1C(=O)C(=O)/C(=C(\O)c2ccccc2)C1c1ccccc1)OC (centres undefined) | 0.8 | -0.1 | 7.1 | -1.4
43 | COc1ccc(C2CC(c3ccc(C)cc3)=NN2C(=O)CCC(=O)O)cc1OC (centres undefined) | 0.9 | -0.1 | -0.3 | 0.3
44 | COC(=O)c1ccc(C(=O)OC)c(N)c1 | 0.2 | 0.5 | 0.2 | 2.7
45 | CN(C(=O)C(=O)c1c[nH]c2ccccc12)C1CCCCC1 | 0.2 | 0.0 | 6.0 | -13.8
46 | Cn1c(=O)c(=O)n(C)c2cc(S(=O)(=O)CCC(=O)Nc3cccc(F)c3)ccc21 | 2.4 | 0.0 | 7.5 | -11.1
47 | CCOc1ccc(-c2c(C)[nH]n3c(=O)c(N4CCOCC4)c(C)nc23)cc1OCC | 2.2 | -0.1 | -7.3 | -1.1
48 | CCCOc1ccc(-c2csc3ncn(CCC)c(=O)c23)cc1 | -0.6 | 1.2 | 9.1 | 18.3
49 | CCOc1ccccc1N1CC(C(=O)Nc2ccc(Br)cc2Cl)CC1=O (centres undefined) | 0.1 | 0.0 | 14.9 | 8.2
50 | COC(=O)Nc1ccc2c(c1)N(C(=O)N1CCN(C)CC1)c1ccccc1CC2 | -0.3 | 0.0 | -5.2 | 13.7
51 | Cc1cccc(N2CCN(C(=O)C3=NNC(=O)CC3)CC2)c1C | -0.1 | 0.0 | 5.2 | -1.3
52 | O=C(c1ccc(F)cc1)C1CCN(S(=O)(=O)c2ccccc2F)CC1 | 0.9 | -0.1 | 5.0 | 2.8
53 | COc1cc(/C=C2\SC(=S)NC2=O)cc(OC)c1O | 1.3 | -0.1 | -7.9 | 4.0
54 | CCOc1ccccc1NC(=O)C1c2ccccc2C(=O)N(C2CCCCC2)C1c1ccc(OC)cc1 (centres undefined) | 3.3 | 0.1 | -3.6 | 13.8
55 | CN(C)C(=O)COC(=O)c1ccc2c(c1)S(=O)(=O)c1ccccc1C2=O | 0.5 | 0.1 | 5.2 | 13.4
56 | Cc1ccc(S(=O)(=O)c2nc(NCCCN3CCCC3=O)sc2Cl)cc1 | 1.1 | -0.2 | 19.8 | -9.6
57 | CCN(C(=O)CC(C)(C)C)c1ccccc1 | 2.1 | -0.1 | -0.8 | -5.6
58 | CCC(C(=O)NCc1cccnc1)n1nc(C)n2c(cc3occc32)c1=O (centres undefined) | 0.5 | 0.2 | 2.9 | 16.5
59 | N#Cc1ccc(/C=N/NC(=S)NCCN2CCOCC2)cc1 | -1.1 | 0.3 | 0.3 | 17.0
60 | CCN(CC)Cc1cc(CN[C@H]2C[C@H]3C(=O)N[C@@H](COCc4ccccc4)C(=O)N3C2)ccc1OC | -0.5 | -0.1 | 8.4 | 9.7

# Part of the list above, with values under each structure:
# Every second line gives: GPR151 ag | FBW7 activator | TEAD-YAP inh | MITF primary
42	COC(CN1C(=O)C(=O)/C(=C(\O)c2ccccc2)C1c1ccccc1)OC (centres undefined)
    0.8 | -0.1 | 7.1 | -1.4
49	CCOc1ccccc1N1CC(C(=O)Nc2ccc(Br)cc2Cl)CC1=O (centres undefined)
    0.1 | 0.0 | 14.9 | 8.2
45	CN(C(=O)C(=O)c1c[nH]c2ccccc12)C1CCCCC1
    0.2 | 0.0 | 6.0 | -13.8
25	Cc1cc(C)c2sc(NC(=O)COc3ccccc3)nc2n1
    0.8 | 0.0 | -7.8 | -16.3
51	Cc1cccc(N2CCN(C(=O)C3=NNC(=O)CC3)CC2)c1C
    -0.1 | 0.0 | 5.2 | -1.3
34	O=C(/C=C/c1ccc2c(c1)OCO2)c1ccccn1
    -2.0 | -0.9 | -20.7 | 7.3
2	Cc1ccc(F)cc1S(=O)(=O)N1CCN(c2ccc(N3CCCCC3C)nn2)CC1 (centres undefined)
    -0.9 | -0.1 | -7.8 | 2.2

# The listing continues:
no. | Structure | GPR151 ag | FBW7 activator | TEAD-YAP inh | MITF primary
61 | O=C(NCc1ccco1)C1CC(=O)N(c2ccc(O)cc2)C1 (centres undefined) | -1.0 | 0.0 | 9.4 | 2.9
62 | COCCn1c(SCC(=O)Nc2ccc(F)cc2F)nc2c(c1=O)SC(C)C2 (centres undefined) | 0.9 | -0.2 | -0.3 | -18.9
63 | NC(=O)c1ccc(NC(=O)c2cc3ccccc3o2)cc1 | 3.0 | 0.0 | -21.8 | 3.9
64 | O=C(O)CCNc1nc(C(F)(F)F)nc2ccccc12 | -0.1 | 0.4 | -0.7 | 15.7
65 | c1ccc(CCN2CCC(NCc3ccco3)CC2)nc1 | 0.5 | -0.3 | 4.3 | -2.7
66 | COc1ccc(OCC2c3cc(OC)c(OC)cc3CCN2C(=O)C2CC2)cc1 (centres undefined) | 1.1 | 0.1 | -15.2 | -1.2
67 | COc1ccc(C(=O)C[N+]2=C(N)c3ccccc3C2)cc1OC | -5.9 | 0.0 | -43.5 | -2.2
68 | CCCNC(=O)c1cc2nc(-c3cccs3)cc(C(F)(F)F)n2n1 | -1.6 | 0.3 | 6.6 | 19.1
69 | O=C(NCc1ccccc1)N1CCN(c2ccccc2)CC1 | 1.0 | -0.3 | -3.3 | 5.7
70 | Cc1cc(N=Cc2cc(Cl)cc(Br)c2O)no1 | -0.7 | 0.1 | -3.1 | 2.6
71 | CCOc1ccccc1N(C)C(=O)Cn1ncc2c(=O)oc3ccccc3c21 | 0.4 | 0.0 | -9.0 | -3.0
72 | Cc1ccc(NC(=O)C2C3C=CC4(O3)C2C(=O)N(CCCN2CCC(C)CC2)C4C(=O)NC2CCCCC2)cc1Cl (centres undefined) | -2.1 | 0.2 | 9.4 | 9.3

# Bioassay records: PubChem BioAssay, The Scripps Research Institute Molecular Screening Center
